BRCA1 expr act – increases BRCA1 expression; 380,000 tested, 1.1% active; Potency, µM (doses to about 46.1 µM), for the others: top-dose activation, actives largely listed as activators; MCF7-BRCA1-FFLuc reporter, luminescence, 48 h; response scale: scaled: vehicle 0%, 10 µM genistein 100%; also: potency is read from the fitted curve at half-maximal effect; nearly all actives have a fitted effect of over 80% in size; some results filed as inactive show a strong effect at the top dose
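Reporter cells (MCF7, BRCA1 promoter-firefly luciferase) received library compounds across a concentration series for 48 h. End-point luminescence was measured and concentration-effect curves derived after normalization.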
NPC1 promoter act – activates the NPC1 promoter; Huh7 NPC1 promoter luciferase reporter, 24 h; Potency, µM (doses to about 9.22 µM), inactives show at the highest dose activation, most hits filed as activators; 320,000 tested, 2.4% active; AID 485313;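 also: potency is read from the fitted curve at half-maximal effect; % of control where 0% means no effect; nearly all actives have a fitted effect of over 60% in size; reporter is driven by a mutant NPC1 promoter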
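Stable NPC1-promoter luciferase Huh7 line; cpd (DMSO) 24 h, 37 °C, 5% CO2; Amplite luciferase reagent 10 min RT; luminescence readout. qHTS format.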
ELG1 genotox – induces genotoxicity in HEK293T cells with luciferase-tagged ELG1; HEK293T ELG1-luciferase reporter, luminescence, 16 h; Potency, µM (doses to about 46 µM), inactives show at the highest dose activity change, positive = activation, most hits filed as activators; 330,000 tested, 1.3% active; AID 504466; also: potency is read from the fitted curve at half-maximal effect; % of control where 0% means no effect; nearly all actives have a fitted effect of over 60% in size
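HEK293T cells expressing luciferase-tagged ELG1 were exposed to compound or DMSO vehicle for 16 hr at 37 °C and 5% CO2. Luciferase activity was then measured with ONE-Glo after 30 min at room temperature.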
PKM2 act – increases activity of human pyruvate kinase M2; AID 1631; purified PKM2, Kinase-Glo ATP luminescence, activation; response scale: 0% is enzyme alone, no compound; 260,000 tested, 0.34% active; Potency, µM (series often up to 57.5 µM), inactives show at the top dose activation, most hits filed as activators; also: potency is read from the fitted curve at half-maximal effect; % is scaled to controls: 0 for no effect and ±100 for the full control effect; nearly all actives have a fitted effect of over 55% in size
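Purified hPK-M2 (>95% pure) converted ADP (0.1 mM final) to ATP with 0.5 mM PEP in 50 mM imidazole pH7.2, KCl, MgCl2, Tween 20, BSA; 1 h at room temperature. ATP detected by Kinase-Glo luminescence.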
p53 reactivation – re-activators of mutant p53. H1299 p53-A138V BP100-luciferase reporter, luminescence, 24 h. Potency, µM (titrated, usually from 92.2 µM), without a hit: top-dose activity change, positive = activation, most hits filed as activators. 320,000 tested, 0.063% active. AID 504706; also: potency is read from the fitted curve at half-maximal effect; % of control where 0% means no effect; nearly all actives have a fitted effect of over 45% in size
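p53-null H1299 cells stably carrying temperature-sensitive p53-A138V and a BP100-luciferase reporter were pinned with compounds (4-point, 1:5 series) and held 24 hrs at 37 deg C. Luminescence was read 10 min after detection reagent.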
Gal4-VP16 FLuc – counter-screen for ROR gamma inhibitors: Gal4-VP16 reporter. 310,000 tested, 3.5% active. Drosophila S2 Gal4-VP16 UAS-luciferase, luminescence, 20 h. Potency, µM (titrated, usually from 53.6 µM), without a hit: at the highest dose activity, negative = inhibition, actives largely listed as inhibitors. AID 2546;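 also: Gal4-VP16 expression switched on by copper sulfate through the metallothionein promoter; potency is read from the fitted curve at half-maximal effect; % is scaled to controls: 0 for no effect and ±100 for the full control effect; nearly all actives have a fitted effect of over 50% in size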
Rab9 promoter act – Rab9 promoter activation; Huh7 Rab9 promoter-luciferase reporter, luminescence, 24 h; Potency, µM (titrated, usually from 9.22 µM), for inactives: top-dose activation, negative = inhibition, usual class: activators; AID 485297; 320,000 tested, 2.8% active; also: potency is read from the fitted curve at half-maximal effect; % of control where 0% means no effect; nearly all actives have a fitted effect of over 60% in size
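Quantitative HTS format; Huh7 Rab9-luciferase reporter cells (1500/well) receive compound 2 h post-plating, incubate 24 h at 37 °C, then get luciferase reagent for 10 min before luminescence reading.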
RORg inh – inhibitors of mouse ROR gamma transcriptional activity; AID 2551; Potency, µM (doses to about 53.6 µM), without a hit: at the highest dose activity change, negative = inhibition, most hits filed as inhibitors; 310,000 tested, 5.4% active; Drosophila S2 Gal4-RORgamma UAS-luciferase reporter, 20 h; also: potency is read from the fitted curve at half-maximal effect; % is scaled to controls: 0 for no effect and ±100 for the full control effect; nearly all actives have a fitted effect of over 60% in size
Target sequence (P51450 whole entry, looked up, the tested form may be a part): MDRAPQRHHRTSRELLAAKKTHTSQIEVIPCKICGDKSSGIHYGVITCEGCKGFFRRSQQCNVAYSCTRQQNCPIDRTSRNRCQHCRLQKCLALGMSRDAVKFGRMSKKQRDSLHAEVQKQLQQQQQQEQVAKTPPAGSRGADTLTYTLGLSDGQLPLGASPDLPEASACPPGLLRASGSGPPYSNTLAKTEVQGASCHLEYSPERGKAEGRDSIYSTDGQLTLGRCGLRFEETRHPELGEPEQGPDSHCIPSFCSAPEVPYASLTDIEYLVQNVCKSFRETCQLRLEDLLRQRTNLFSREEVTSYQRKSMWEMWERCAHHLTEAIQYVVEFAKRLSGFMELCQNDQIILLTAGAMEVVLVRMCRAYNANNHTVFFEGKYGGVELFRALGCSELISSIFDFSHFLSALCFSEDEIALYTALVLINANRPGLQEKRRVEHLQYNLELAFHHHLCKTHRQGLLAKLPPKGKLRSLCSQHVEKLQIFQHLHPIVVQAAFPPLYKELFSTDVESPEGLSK
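Using a luciferase readout, inhibitors were identified by reduced reporter activity in Drosophila cells coexpressing a copper-inducible Gal4–ROR gamma fusion and UAS-driven Photinus luciferase, incubated 20 hr after 700 uM copper sulfate.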
FLuc counter – inhibits or activates purified firefly luciferase, miR-21 counter-screen; P08659; 360,000 tested, 6.9% active; AID 588342; Potency, µM (highest dose often 57.5 µM), without a hit: at the highest dose activity change, negative = inhibition, actives largely listed as inhibitors; purified FLuc, Km substrates, luminescence inhibition;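 also: potency is read from the fitted curve at half-maximal effect; plate controls were vehicle for no effect and reference inhibitor for full effect; nearly all actives have a fitted effect of over 55% in size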
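Biochemical qHTS of compounds, final roughly 60 µM downward over six points, against 10 nM purified firefly luciferase using Km concentrations of substrates (10 uM D-luciferin, 10 uM ATP) in Tris acetate pH 7.5 buffer; luminescence output.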
Giardia kill – kills Giardia lamblia; Giardia lamblia trophozoite viability; activity change, % at 7.66 µM, hits read low; 340,000 tested, 0.15% active; in the data active = activity change below about -80%; inconclusive = between about -30% and that limit;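 also: parasites exposed to compound for two days anaerobically before the ATP read; % is scaled to controls: 0 for no effect and ±100 for the full control effect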
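Giardia trophozoites, 100 cells per well, were exposed to compounds for 48 hrs at 37 deg C under anaerobic conditions; viability was then read as ATP content by bioluminescence after 15-30 min at room temperature.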
Menin MLL FP TR – menin-MLL binding inhibition, Texas Red mutant peptide. Menin + Texas Red MLL mutant peptide, fluorescence polarization. Potency, µM (series often up to 61.6 µM), for inactives: top-dose FP activity change, negative = inhibition, usual class: inhibitors. 270,000 tested, 0.23% active. AID 1768; active = well fitted inhibition curve with a large enough effect in the polarisation, with a control signal flat, not every such curve was filed as active; inconclusive = small, poorly fitted or top-dose-only effect, or effect the other way, or a change in a side signal; inactive = no such curve, though single readings can be large or run the other way; the % refers to the polarisation; also: potency is read from the fitted curve at half-maximal effect; % of control where 0% means no effect; many of its hits are not listed in these tables
Target sequence (O00255 whole entry, looked up): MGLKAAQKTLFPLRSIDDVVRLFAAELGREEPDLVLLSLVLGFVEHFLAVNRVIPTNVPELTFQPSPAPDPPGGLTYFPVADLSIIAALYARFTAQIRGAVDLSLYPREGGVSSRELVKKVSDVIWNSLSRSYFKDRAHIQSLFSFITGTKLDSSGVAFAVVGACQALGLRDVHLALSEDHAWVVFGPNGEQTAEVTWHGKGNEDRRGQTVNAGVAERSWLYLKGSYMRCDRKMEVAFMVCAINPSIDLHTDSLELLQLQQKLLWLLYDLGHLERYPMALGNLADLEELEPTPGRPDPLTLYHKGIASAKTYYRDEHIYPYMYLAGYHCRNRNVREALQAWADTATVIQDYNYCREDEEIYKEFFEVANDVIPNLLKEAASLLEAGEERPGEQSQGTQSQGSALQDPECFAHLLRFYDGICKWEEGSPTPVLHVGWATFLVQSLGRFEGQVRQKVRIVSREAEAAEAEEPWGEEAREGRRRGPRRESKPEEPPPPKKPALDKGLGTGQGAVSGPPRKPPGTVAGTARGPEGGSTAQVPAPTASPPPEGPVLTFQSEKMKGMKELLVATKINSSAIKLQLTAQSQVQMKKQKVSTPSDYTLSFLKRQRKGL
Numbers without * were called inactive; ? = inconclusive; · = no result given; & = joins results of further samples; [ ] = dose if it differs, or a comment. Unless noted, calls follow the shape of the dose curve; as a rule, active = well fitted curve in the direction sought with a large enough effect; inconclusive = small, poorly fitted or top-dose-only effect, or another doubt; inactive = no such curve, though single readings can be large; an effect the other way counts as inactive or inconclusive. Only part of the results is shown (hit frequency here may not be typical).

SMILES	BRCA1 expr act	NPC1 promoter act	ELG1 genotox	PKM2 act	p53 reactivation	Gal4-VP16 FLuc	Rab9 promoter act	RORg inh	FLuc counter	Giardia kill	Menin MLL FP TR
Cc1ccc(S(=O)(=O)NC(=NC2CCCCC2)c2ccc(Cl)cc2)cc1	2.9%	-1.6%	5.9%	1.4%	-1.8%	-9.5%	-1.3%	-2.2%	0.0%	13.2	?
CCn1c(=O)cc(N2CCOCC2)[nH]c1=O	-9.3%	0.8%	3.6%	1.3%	1.9%	-2.2%	-5.4%	-10.5%	-1.6%	2.5	-7.2%
COc1ccc(C2CC(=O)Oc3cc(OC)ccc32)cc1 (centres undefined)	6.3%	·	6.5%	·	7.5%	5.2%	·	-10.4%	·	-8.9	-3.3%[94.6 µM]
CC(C)c1ccccc1OS(N)(=O)=O	7.8%	-2.3%	-1.9%	-0.5%	7.1%	-1.8%	-2.3%	-9.9%	4.4%	25.3	4.2%
NC(=O)c1ccsc1NC(=O)CCS(=O)(=O)c1ccc(Cl)cc1	-42.0%	-3.5%	-1.9%	·	27.8%	·	-1.5%	·	6.2%	-18.8	·
CC(C)(C)c1ccc(C(=O)NNC(=O)C2CCCCC2)cc1	?	29.6%	14.9%	-16.8%	?	-0.2%	?	19.5%	?	-9.0	-1.7%
Cc1nc2nc(SCc3ccc([N+](=O)[O-])cc3)[nH]c2cc1Br	-9.1%	1.7%	10.2%	0.0%	1.0%	3.7%	3.0%	-6.7%	-2.0%	-25.9	·
CCOC(=O)c1[nH]c(C)c(C)c1C	-13.9%	-1.2%	0.6%	-1.0%	-0.7%	2.1%	-2.4%	16.8%	-1.1%	-12.7	-10.9%
COc1cc(C(=O)NCc2ncccc2C)ccc1OC1CCN(C(C)=O)CC1	-22.3%	-0.1%	9.5%	0.0%	9.5%	-8.1%	5.8%	-13.8%	-2.1%	4.7	·
CSc1ncccc1C(=O)NCc1ccccc1Cl	1.3%	2.1%	5.0%	·	0.9%	-11.6%	3.9%	-1.3%	4.9%	-13.0	35.6%[activator]
COc1cccc(C(=O)Nc2ccccc2N2CCOCC2)c1	-4.7%	-0.8%	-3.9%	7.3%	-11.6%	7.7%	-1.2%	1.0%	-7.0%	-2.7	24.9%
CCCCN(C(=O)CCCc1nc2ccccc2s1)c1c(N)n(CC(C)C)c(=O)[nH]c1=O	1.5%	-1.5%	-1.4%	·	-2.4%	·	-2.5%	·	5.3%	10.3	·
Cc1ccc2nsnc2c1NC(=O)c1cncc(Br)c1	-1.5%	-4.2%	-2.4%	-11.0%	-2.9%	1.7%	-5.1%	10.4%	-0.9%	-2.5	0.6%
CCN(CCCNC(=O)Cn1ncc2c(=O)oc3ccccc3c21)c1cccc(C)c1	-23.9%	4.6%	-9.0%	-6.5%	-3.4%	?	-7.2%	-18.7%	-0.1%	13.6	2.9%[11.7 µM]
O=C(NCCOC12CC3CC(CC(C3)C1)C2)c1cccc(Br)c1	6.4%	3.2%	0.8%	0.8%	-0.3%	-2.9%	-4.2%	3.9%	?	-10.9	-2.2%
COC(=O)c1cc(NC(=O)C2CCCN(S(=O)(=O)c3c(C)n[nH]c3C)C2)cc(C(=O)OC)c1 (centres undefined)	-2.5%	-3.7%	-6.7%	-0.4%	-3.1%	3.2%	-3.4%	-14.8%	-1.6%&1.4%	·	1.8%
CCOc1ccc(/C=N/n2c(-c3ccccc3)n[nH]c2=S)cc1	-22.7%	-0.7%	-2.6%	-0.4%	·	?	-3.4%	1.58µM*	0.6%	-8.6	12.3%
NC(=S)NNC(=O)Nc1cccc(Cl)c1	1.0%	-3.6%	0.4%	0.1%	-7.8%	-8.6%	0.2%	-10.8%	-2.1%	9.8	4.8%
COc1cc(C)c(C)cc1S(=O)(=O)NC1CC(C)(C)NC(C)(C)C1	-16.8%	-0.9%	0.2%	0.5%	10.5%	-2.3%	5.8%	?	-1.6%	-9.0	-6.8%
Cc1nc(C)c2c(c1C(F)(F)F)-c1ccccc1C2(F)F	30.8%	-0.4%	1.5%	0.6%	0.3%	4.1%	-7.1%	-26.7%	-3.1%	-15.2	-1.4%
Cc1nc2ccc(S(=O)(=O)NCC(=O)O)cc2s1	-2.8%	-4.8%	0.2%	-1.3%	-6.1%	0.2%	-9.0%	?	0.6%	-4.9	-1.6%
COc1ccc(CC(=O)OCC(=O)Nc2cccc(Br)c2)cc1	-3.6%	-0.5%	4.9%	-3.1%	17.8%	-4.3%	0.5%	4.4%	-17.8%	-12.8	6.9%
Cc1cc(-c2c(C)[nH]n(-c3ccccc3)c2=O)n(-c2ccccc2)n1	0.1%	-2.2%	3.0%	-2.4%	14.6%	-8.4%	-1.5%	-36.9%	0.5%	5.8	28.6%
COc1ccc(CCNC2CC(=O)N(CCc3ccccc3)C2=O)cc1 (centres undefined)	-0.1%	0.5%	-3.5%	-3.7%	-6.8%	-4.6%	-3.6%	-5.5%	-0.5%	9.4	·
O=C(CSCC(=O)NC1CC1)Nc1ccccc1	13.8%	-4.3%	-4.3%	15.8%	7.8%	8.0%	0.0%	7.4%	12.7%	-15.9	-3.4%
CCOC(=O)C1(Cc2cccc(OC)c2)CCCN(C(=O)c2ccc(OC)o2)C1 (centres undefined)	?	?	?	0.2%	?	?	2.51µM*	-32.8%	12µM*	9.9	·
O=C(NCc1ccc(F)cc1)c1ccc(N2CCOCC2)c([N+](=O)[O-])c1	-0.6%	2.8%	-0.2%	·	-3.2%	-1.8%	-1.5%	-19.0%	-1.2%	-19.1	11.2%
Cc1ccc(SCc2ccc(C(=O)NCc3ccncc3)cc2)cc1	5.8%	-0.8%	-6.5%	-3.7%	-6.3%	-27.5%	2.8%	27.0%	-4.1%	-24.8	?
CC1CN=C(N(C(=O)Nc2ccccc2)C(C)C)S1 (centres undefined)	3.2%	1.2%	1.8%	-3.8%	3.1%	3.5%	-3.5%	35.2%	-2.7%	5.3	6.4%
Cc1ccc(C(=O)CSc2nnc(COc3cccc4cccnc34)o2)cc1	25.3%	-1.3%	4.3%	-9.0%	12.3%	?	-8.1%	?	?	-18.7	8.4%
O=C(NCCc1ccncc1)c1ccccc1F	16.9%	-2.5%	-0.2%	-1.6%	4.0%	12.5%	-4.0%	-21.5%	-0.3%	-9.6	-11.3%
O=C(N/N=C/c1ccc(-c2cccc(C(F)(F)F)c2)o1)c1cccc(F)c1	-64.5%	-4.2%	-3.7%	5.4%	15.2%	1.26µM*	-10.8%	2µM*	-6.6%	8.7	0.7%
O=C(Cn1nnc2ccccc2c1=O)NCc1ccc(Cl)cc1	29.8%	-1.0%	2.2%	-1.6%	-0.4%	-18.8%	1.2%	12.0%	-3.3%	-10.4	18.7%
C=C(C)COc1ccc(C2NC(=O)c3ccccc3O2)cc1OCC (centres undefined)	3.8%	0.0%	1.6%	3.4%	·	8.9%	3.8%	0.8%	0.3%	5.7	15.1%
CCOC(=O)CN1CC23C=CC(O2)C(C(=O)Nc2ccc(F)cc2)C3C1=O (centres undefined)	0.0%	-2.4%	3.9%	-5.4%	3.5%	8.1%	0.1%	21.0%	1.9%	11.9	22.0%
CC(C)(C)NC(=O)NC(=O)COC(=O)C1c2ccccc2Oc2ccccc21	-1.4%	-1.2%	-7.0%	·	-2.8%	-9.0%	-0.8%	?	-2.6%	11.0	·
CCCCC1CCc2[nH]nc(C(=O)O)c2C1 (centres undefined)	-3.0%	-0.6%	1.9%	·	17.5%	·	-3.1%	·	-5.8%	0.0	·
COc1ccccc1CNC(=O)c1cc2c(s1)CS(=O)(=O)C2	-1.0%	·	·	-5.2%	·	2.3%	·	6.9%	2.0%	2.2	8.4%
C=CCN(C(=O)CSC1=NC(=O)CN1C(C)=O)c1nc(C)c(-c2ccccc2)s1	-37.1%	5.6%	9.9%	3.0%	24.2%	?	-35.5%[inhibitor]	12.6µM*	6.75µM*	-3.6	17.7%
CCN(C(=O)CSc1nnc(-c2ccccc2)o1)c1c(N)n(Cc2ccccc2)c(=O)[nH]c1=O	-25.6%	-0.9%	-18.7%	8.4%	-1.0%	-6.1%[10 µM]	-9.9%	?	-3.6%	2.0	?
Cc1cc(C)c2c(-n3cccc3)c(NC(=O)OCc3ccccc3)sc2n1	-33.5%	-1.8%	-2.0%	2.4%	0.0%	-0.9%	-6.9%	?	2.5%	-5.8	7.2%
COc1ccc(Br)cc1CNC(=O)c1ccc2c(c1)N(C)CCS2	-33.5%	-2.6%	-5.0%	-11.4%	3.0%	-7.2%	8.4%	18.0%	-2.8%	-18.3	40.2%[activator]
